# IDE act: boosts human insulin-degrading enzyme activity in HEK cells; P14735; FAbeta-B cleavage, fluorescence polarization; 0% vehicle, 100% cell-free pure enzyme wells; activation, % at 5.96 µM; 340,000 tested, 0.073% active;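 active = activation above the mean of all tested compounds plus 3 SD, set per screening campaign, cut at about 17% in these data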
# SUMO HTRF inh: inhibitors of human SUMOylation (UBC9). P63279. HTRF SUMOylation assay, SAE1/SAE2 + UBC9, in vitro. 290,000 tested, 0.36% active. AID 2006. inhibition, % at 35 µM; in the data active = inhibition above about 50%, passing the limit was not always enough; also: strong numbers were not always called active
# Target sequence (P63279 whole entry, looked up): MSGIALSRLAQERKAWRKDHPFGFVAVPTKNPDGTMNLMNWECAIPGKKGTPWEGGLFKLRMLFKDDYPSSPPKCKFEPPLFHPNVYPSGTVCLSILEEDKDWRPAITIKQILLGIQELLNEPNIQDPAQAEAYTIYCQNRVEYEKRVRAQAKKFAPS
# p-CIP stab down: compounds decreasing mouse p/CIP protein stability. Q05BA5. F442A p/CIP-EGFP cells, EGFP fluorescence, 16 h. decrease of EGFP signal, % at 10 µM. 290,000 tested, 0.01% active;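 active = EGFP signal decrease of at least 30% at 10 µM or well 3 SD below plate mean, unless failing retest; inactive = the rest, including hits failing retest or dose response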; also: some compounds called inactive have numbers as strong as hits; many of its hits are not listed in these tables
# M18AAP inhibitor: PfM18AAP enzyme inhibition; recombinant PfM18AAP, H-Glu-NHMec fluorogenic cleavage; inhibition, % at 7.35 µM; 290,000 tested, 1.2% active; AID 1822;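 active = inhibition above the campaign mean inhibition over all tested compounds plus 3 SD, cut at about 28% in these data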;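 also: 0% = plate median of test compound wells and 100% = 2 mM ZnCl2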
# NALP1 inh: NALP1 inhibition; S. cerevisiae NALP1/ASC/caspase-1 growth, X-gal OD620, 72 h; inhibition, % at 10 µM; 280,000 tested, 0.61% active; AID 2071; in the data active = inhibition mostly above about 24%, no sharp cut-off; inactive = mostly below about 32%; also: some compounds called inactive have numbers as strong as hits
# MEKK2 WT-MEK5: raises or lowers MEK5 binding to wildtype human MEKK2 PB1 domain | bead flow cytometry, Alexa488-MEK5 binding to MEKK2 WT; actives lie on both sides | binding response (% of control), % at 10 µM | 290,000 tested, 1.1% active; in the data active = binding response below about 67% or above about 130%
# MEKK3 PB1 HTS: MEKK3-MEK5 PB1 interaction, increase or decrease | Q99759 | bead-based flow cytometry, Alexa488-MEK5 binding to MEKK3; actives lie on both sides; 0 = blocked by unlabeled MEK5, 100 = vehicle | binding response (% of control), % at 10 µM | 290,000 tested, 1.4% active;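 active = binding response more than 3 SD above or below the average of its plate-row segment, actives on both sides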;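 also: Alexa488 bead fluorescence after subtracting the streptavidin-only scavenger bead signal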
# Target sequence (Q99759 whole entry, looked up): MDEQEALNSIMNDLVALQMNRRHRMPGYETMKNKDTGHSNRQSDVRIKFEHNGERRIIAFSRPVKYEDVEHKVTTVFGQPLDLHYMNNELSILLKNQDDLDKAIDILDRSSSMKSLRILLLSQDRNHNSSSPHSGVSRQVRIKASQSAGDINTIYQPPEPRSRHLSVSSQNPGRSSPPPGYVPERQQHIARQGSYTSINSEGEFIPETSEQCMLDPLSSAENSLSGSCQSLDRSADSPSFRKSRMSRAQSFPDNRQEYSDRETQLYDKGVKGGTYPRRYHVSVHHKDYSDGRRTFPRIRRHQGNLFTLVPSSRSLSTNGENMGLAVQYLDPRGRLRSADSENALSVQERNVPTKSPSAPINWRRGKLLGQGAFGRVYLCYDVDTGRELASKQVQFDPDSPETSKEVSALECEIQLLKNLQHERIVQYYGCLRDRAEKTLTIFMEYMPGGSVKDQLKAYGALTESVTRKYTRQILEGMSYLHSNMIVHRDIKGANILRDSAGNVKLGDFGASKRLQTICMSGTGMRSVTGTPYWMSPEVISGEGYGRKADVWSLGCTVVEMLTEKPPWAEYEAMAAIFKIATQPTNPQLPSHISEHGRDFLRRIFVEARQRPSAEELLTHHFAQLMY
# IDE cell inh: cellular human IDE inhibition | inhibition, % at 5.59 µM | P14735 | 320,000 tested, 0.41% active | HEK cells, FAbetaB cleavage, fluorescence polarization;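 active = percent inhibition above the average of all tested compounds plus 3 SD, set per screening campaign, cut at about 16% in these data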;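 also: IDE supplied by intact live HEK cells; FP after avidin binding of uncleaved biotin substrate so inhibition keeps polarization high; 0% = DMSO wells and 100% = 60 µM reference IDE inhibitor Ii1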
# MEKK2mut PB1 HTS: signal of MEK5 binding to mutant human MEKK2 PB1 domain; AID 1530; 290,000 tested, 0.35% active; percent response, % at 10 µM; bead flow cytometry, Alexa488-MEK5 binding to MEKK2 mutant; in the data active = percent response above about 24%, passing the limit was not always enough; also: inactives centre near 1; some results filed as inactive read as strong as hits; reference of the scale not given here
# * hit, by the source's call; . = not tested or not shown; [ ] = remark or other dose.
SMILES,IDE act,SUMO HTRF inh,p-CIP stab down,M18AAP inhibitor,NALP1 inh,MEKK2 WT-MEK5,MEKK3 PB1 HTS,IDE cell inh,MEKK2mut PB1 HTS
CC(C)CCN(C(=O)Cc1ccc(Cl)c(Cl)c1)c1c(N)n(Cc2ccccc2)c(=O)[nH]c1=O,1.3,13.4,-5.6,0.7,-0.2,97.0,103.0,-1.5,-1.0
CC[n+]1c(/C=C/C=C/N(C(C)=O)c2ccccc2)sc2ccccc21,-60.7,-18.9,-90.9,18.5,-7.7,.,2.0*[inhibitor],9.3,-16.0
COc1ccc(/C=C2\NC(=S)N(CC3CCCO3)C2=O)c(OC)c1C (stereo not drawn),3.7,-11.6,8.0,-0.9,-3.4,90.0,93.0,0.3,-7.0
CC1CCCCN1CCCNc1ccc(C(CC(N)=O)NC(=O)Cc2cccc3ccccc23)cc1[N+](=O)[O-] (stereo not drawn),2.8,-1.0,2.5,3.2,28.3,103.0,100.0,9.1,2.0
COc1ccc(C2=NO[C@H]3C[C@](C(=O)NC(C)C)(S(=O)(=O)c4ccccc4)C[C@@H]23)cc1,-0.7,-9.1,5.9,3.4,8.4,102.0,103.0,-1.1,-1.0
Cc1cccc(N(Cc2cc(=O)[nH]c3ccccc23)C(=O)C(C)C)c1,1.0,12.3,-10.4,1.8,-16.8,95.0,99.0,3.3,2.0
COCC(C)NC(=S)N1CCN(c2ccccc2Cl)CC1 (stereo not drawn),6.1,-3.0,-1.0,-13.9,-25.2,97.0,102.0,8.1,-7.0
O=c1oc2cc(O)ccc2cc1-c1ccccc1,4.7,45.1,1.7,4.4,25.5,97.0,100.0,-2.2,4.0
CCCCSC(=S)N(C)C1CCS(=O)(=O)C1 (stereo not drawn),-2.2,9.0,0.6,3.1,16.1,104.0,103.0,1.3,11.0
COc1cc(C(=O)NCCCNc2nc3cc(C)c(C)cc3cc2C#N)cc(OC)c1OC,1.7,21.3,5.8,19.5,11.9,100.0,100.0,-0.8,1.0
NNC(=O)c1ccc(NS(=O)(=O)c2ccc(Br)cc2)cc1,.,13.1,-5.5,0.7,-2.0,100.0,108.0,0.5,-1.0
N#Cc1nc(-c2ccccc2)oc1NCC1CCCO1 (stereo not drawn),0.9,-5.1,6.4,-2.9,25.3,112.0,147.0*,-2.3,0.0
COCC(C)n1c(C)cc(C(=O)COc2ccc(C)nc2[N+](=O)[O-])c1C (stereo not drawn),2.7,12.5,4.5,0.3,-29.0,100.0,101.0,6.6,2.0
CCN(CC)S(=O)(=O)c1ccc2c(c1)c(=O)c(C(=O)NCc1ccco1)cn2C,1.6,4.6,-1.4,0.2,8.7,123.0,135.0*,3.0,13.0
CCCN(CCc1ccccc1)C1CCc2c(O)cccc2C1 (stereo not drawn),3.5,.,.,.,.,116.0,105.0,2.8,6.0
CC1C(=O)Nc2ccc(S(=O)(=O)N3CCN(c4ccccc4F)CC3)cc2NC1=O (stereo not drawn),-3.3,-5.8,0.1,-1.1,10.9,103.0,101.0,1.3,2.0
O=C1CCC2(C(=O)O)Sc3ccccc3N12 (stereo not drawn),5.5,2.5,-17.0,3.6,-5.1,87.0,97.0,2.3,-4.0
O=C(/C(=C(/[O-])c1ccccc1)[n+]1ccccc1)c1ccc([N+](=O)[O-])cc1,2.5,8.9,-3.2,-2.3,17.0,97.0,98.0,0.4,-2.0
CC(C)n1ncc(C(N)=O)c1N,5.0,19.1,11.8,1.4,6.1,104.0,100.0,-3.1,3.0
COc1ccccc1C1=NN(C(=O)c2ccccc2)C(c2ccc(Br)cc2)C1 (stereo not drawn),4.4,3.8,1.1,-16.9,22.9,96.0,104.0,-3.0,-1.0
COCc1nnc(NC(=O)c2c(-c3c(Cl)cccc3Cl)noc2C)s1,1.8,18.8,-10.4,11.2,16.4,100.0,99.0,-6.4,-2.0
Cc1ccc(S(=O)(=O)N2CC(=NO)C2)cc1,-0.2,38.7,-13.5,-9.2,12.0,101.0,107.0,4.5,2.0
Cc1nn(C)c(C)c1S(=O)(=O)N1CCC(C(=O)NC2CCCc3ccccc32)CC1 (stereo not drawn),11.8,-5.5,1.7,3.1,-1.5,106.0,100.0,-1.0,2.0
Cc1ccc(S(=O)(=O)N(C)CC(=O)NCCCn2ccnc2)cc1,2.5,7.4,1.2,-1.7,4.8,102.0,102.0,-4.5,4.0
COc1ccc(N=C2C(=Nc3ccc(OC)cc3)N(c3ccc(N(C)C)cc3)C(=S)N2c2ccc(OC)cc2)cc1,4.7,11.9,0.7,-8.8,6.4,94.0,99.0,0.9,0.0
Cc1cc(NC(=O)Nc2ccccc2F)ccc1Br,3.0,4.0,-8.8,-3.4,-7.9,110.0,110.0,-1.8,13.0
Cn1c(=O)c2c(-c3ccccc3)n3c4ccccc4ncc3c2n(C)c1=O,.,.,.,-0.2,.,108.0,104.0,5.1,2.0
CCN(CC)CCN(C(=O)C1CCCCC1)c1nc2cc3c(cc2s1)OCO3,5.7,1.6,-3.4,-6.7,18.1,125.0,105.0,-1.1,15.0
COc1ccc(Br)c(C(=O)NCC2CCCCC2)c1,0.8,-9.0,11.5,5.1,20.0,105.0,101.0,4.9,-1.0
CC1(C)CC(=O)C(CC(=O)NC(=O)NCc2ccccc2)=C(O)C1,2.3,8.8,0.6,0.8,0.4,100.0,93.0,5.5,3.0
CCN(CC)S(=O)(=O)c1ccc(Cl)c(C(=O)Oc2cccnc2)c1,-3.9,9.3,-11.2,0.1,24.3,91.0,92.0,4.2,-6.0
CNC(=S)N(CCN(C)C)Cc1cc2cc3c(cc2[nH]c1=O)OCO3,0.8,24.5,-11.8,11.3,16.6,103.0,102.0,6.2,9.0
O=C(Nc1ccc(N2CCOCC2)cc1)c1cc(F)c(F)cc1Cl,0.1,11.1,-7.0,-2.9,25.7,91.0,84.0,-0.7,-3.0
COc1ccc(OC)c(NC(=O)CCN2CCN(Cc3ccccc3)CC2)c1,-0.3,0.0,-4.0,1.0,11.4,89.0,84.0,2.2,-8.0
CN(Cc1cn(-c2ccccc2)nc1-c1ccc2c(c1)OCO2)Cc1nccn1C,2.2,15.7,1.8,0.2,8.7,107.0,94.0,-0.6,-4.0
CCNC(=O)CN(c1ccc(OC)c(OC)c1)S(=O)(=O)c1ccccc1,1.3,13.4,5.8,-5.6,5.5,101.0,102.0,3.3,5.0
COc1ccc2ccccc2c1/C=N/N1C(=O)CSC1=S,1.8,5.8,-22.6,29.5*,-8.4,103.0,108.0,0.7,-1.0
CCC(CC)C(=O)N=C1SC2CS(=O)(=O)CC2N1CCc1ccc(OC)cc1 (stereo not drawn),2.8,-19.7,-8.3,-10.0,38.4,92.0,96.0,-3.4,-8.0
Cc1cccc(NC(=O)C2CCN(C(=O)N3CCOc4ccccc43)CC2)c1C,6.6,4.5,-14.0,-3.6,-3.9,101.0,101.0,-0.7,2.0
CCN1C(=O)NC2=C(C(=O)c3ccccc32)C1c1ccccc1F (stereo not drawn),-1.6,-5.2,-6.4,6.5,40.6,110.0,107.0,0.7,3.0

# 10 of the compounds above, with values under each structure:
# Results follow in this order: IDE act	SUMO HTRF inh	p-CIP stab down	M18AAP inhibitor	NALP1 inh	MEKK2 WT-MEK5	MEKK3 PB1 HTS	IDE cell inh	MEKK2mut PB1 HTS
CCN(CC)CCN(C(=O)C1CCCCC1)c1nc2cc3c(cc2s1)OCO3
→ 5.7	1.6	-3.4	-6.7	18.1	125.0	105.0	-1.1	15.0
COc1ccc(Br)c(C(=O)NCC2CCCCC2)c1
→ 0.8	-9.0	11.5	5.1	20.0	105.0	101.0	4.9	-1.0
CC1(C)CC(=O)C(CC(=O)NC(=O)NCc2ccccc2)=C(O)C1
→ 2.3	8.8	0.6	0.8	0.4	100.0	93.0	5.5	3.0
CCN(CC)S(=O)(=O)c1ccc(Cl)c(C(=O)Oc2cccnc2)c1
→ -3.9	9.3	-11.2	0.1	24.3	91.0	92.0	4.2	-6.0
CNC(=S)N(CCN(C)C)Cc1cc2cc3c(cc2[nH]c1=O)OCO3
→ 0.8	24.5	-11.8	11.3	16.6	103.0	102.0	6.2	9.0
O=C(Nc1ccc(N2CCOCC2)cc1)c1cc(F)c(F)cc1Cl
→ 0.1	11.1	-7.0	-2.9	25.7	91.0	84.0	-0.7	-3.0
COc1ccc(OC)c(NC(=O)CCN2CCN(Cc3ccccc3)CC2)c1
→ -0.3	0.0	-4.0	1.0	11.4	89.0	84.0	2.2	-8.0
CN(Cc1cn(-c2ccccc2)nc1-c1ccc2c(c1)OCO2)Cc1nccn1C
→ 2.2	15.7	1.8	0.2	8.7	107.0	94.0	-0.6	-4.0
CCNC(=O)CN(c1ccc(OC)c(OC)c1)S(=O)(=O)c1ccccc1
→ 1.3	13.4	5.8	-5.6	5.5	101.0	102.0	3.3	5.0
COc1ccc2ccccc2c1/C=N/N1C(=O)CSC1=S
→ 1.8	5.8	-22.6	29.5*	-8.4	103.0	108.0	0.7	-1.0

# (continued)
SMILES,IDE act,SUMO HTRF inh,p-CIP stab down,M18AAP inhibitor,NALP1 inh,MEKK2 WT-MEK5,MEKK3 PB1 HTS,IDE cell inh,MEKK2mut PB1 HTS
O=C(Nc1cc(Br)ccc1O)c1cc(-c2ccccc2)on1,3.6,25.1,4.6,2.1,19.7,97.0,103.0,.,3.0
NNC(=O)CSc1c(-c2cccs2)[nH]c2ccccc12,-2.5,1.3,2.4,4.8,13.2,97.0,100.0,4.1,-2.0
Cc1ccc(C(=O)OCC(=O)NNC(=O)c2ccccc2)c(O)c1,-0.1,14.6,-4.7,6.1,-11.7,114.0,108.0,-0.2,12.0
O=C(Nc1ccccc1[N+](=O)[O-])c1cccnc1Cl,-1.8,4.0,-4.5,-5.9,29.6,99.0,104.0,0.7,-1.0
O=C(NC(=S)Nc1ccc2nc[nH]c2c1)c1ccccc1,4.2,-2.0,-1.5,3.6,-3.7,111.0,105.0,4.1,9.0
COc1ccc(C(c2c(O)ccc3ccccc23)N2CCOCC2)c(OC)c1 (stereo not drawn),-0.4,-11.6,8.0,-23.4,-23.7,.,.,5.8,.
C=CCN(C(=O)CNC(=O)c1cccs1)C(C(=O)NC(C)(C)C)c1ccccc1 (stereo not drawn),-0.6,-3.0,-1.3,1.4,-3.7,103.0,105.0,11.3,1.0
COc1ccccc1CN1CCC(n2nccc2NC(=O)CCOc2ccccc2)CC1,-0.1,1.5,-22.6,0.9,-6.5,113.0,97.0,2.4,10.0

# Single entries from the results shown.
# MEKK2mut PB1 HTS with Cc1ccc(C(=O)OCC(=O)NNC(=O)c2ccccc2)c(O)c1 : 12.0
# SUMO HTRF inh with O=C(Nc1ccccc1[N+](=O)[O-])c1cccnc1Cl : 4.0

# Screens from PubChem.

# Some of the compounds tested; count on the stated rates, not on these rows.
